# APE1 inh = qHTS Assay for Inhibitors of the Human Apurinic/apyrimidinic Endonuclease 1 (APE1) | hit rate 0.35% among 350,000 | AID 2517, 2012 | recombinant APE1, TAMRA/BHQ-2 abasic DNA cleavage fluorescence | Potency, µM (top dose mostly 65.8 µM), for inactives: top-dose activity change, negative = inhibition, actives largely listed as inhibitors;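 further: potency means the concentration at half of the fitted maximal effect; plate controls were vehicle for no effect and reference inhibitor for full effect; nearly all actives have a fitted effect of over 55% in size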
#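 Endonuclease cleavage of a quenched abasic-site DNA duplex (50 nM) by APE1 (0.75 nM) was tracked by TAMRA dequenching. Compounds were preincubated with enzyme 15 min at room temperature; data normalized to buffer-only and DMSO wells plus NSC13755 control.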
# ALOX12 inh = Primary qHTS assay for inhibitors of human arachidonate 12S-lipoxygenase (ALOX12): Round 2 | Polyunsaturated fatty acid lipoxygenase ALOX12 (Homo sapiens), P18054 | purified 12hLO, xylenol orange hydroperoxide absorbance | Potency, µM (doses to about 108 µM), inactives show top-dose activity change, negative = inhibition, hits mostly inhibitors | hit rate 1.1% among 580,000 | AID 1671190, 2021; further: potency means the concentration at half of the fitted maximal effect; on the % scale 0 is the no-effect control and ±100 the full control effect
#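 Hydroperoxide product was detected by ferrous iron/xylenol orange as the 573 to 405 nm absorbance ratio. Arachidonic acid at 40 uM (final) was turned over for 30 min at room temperature by 150 nM human 12hLO, pH 7.0 Hepes buffer, after 15 min compound preincubation.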
# POLI inh = qHTS for Inhibitors of Polymerase Iota. Pol iota fluorescent replication assay, 10 min. hit rate 1% among 390,000. Potency, µM (series often up to 115 µM), for the others: top-dose activity, negative = inhibition, most hits filed as inhibitors; further: potency means the concentration at half of the fitted maximal effect
# Target sequence (Q9UNA4 whole entry, looked up): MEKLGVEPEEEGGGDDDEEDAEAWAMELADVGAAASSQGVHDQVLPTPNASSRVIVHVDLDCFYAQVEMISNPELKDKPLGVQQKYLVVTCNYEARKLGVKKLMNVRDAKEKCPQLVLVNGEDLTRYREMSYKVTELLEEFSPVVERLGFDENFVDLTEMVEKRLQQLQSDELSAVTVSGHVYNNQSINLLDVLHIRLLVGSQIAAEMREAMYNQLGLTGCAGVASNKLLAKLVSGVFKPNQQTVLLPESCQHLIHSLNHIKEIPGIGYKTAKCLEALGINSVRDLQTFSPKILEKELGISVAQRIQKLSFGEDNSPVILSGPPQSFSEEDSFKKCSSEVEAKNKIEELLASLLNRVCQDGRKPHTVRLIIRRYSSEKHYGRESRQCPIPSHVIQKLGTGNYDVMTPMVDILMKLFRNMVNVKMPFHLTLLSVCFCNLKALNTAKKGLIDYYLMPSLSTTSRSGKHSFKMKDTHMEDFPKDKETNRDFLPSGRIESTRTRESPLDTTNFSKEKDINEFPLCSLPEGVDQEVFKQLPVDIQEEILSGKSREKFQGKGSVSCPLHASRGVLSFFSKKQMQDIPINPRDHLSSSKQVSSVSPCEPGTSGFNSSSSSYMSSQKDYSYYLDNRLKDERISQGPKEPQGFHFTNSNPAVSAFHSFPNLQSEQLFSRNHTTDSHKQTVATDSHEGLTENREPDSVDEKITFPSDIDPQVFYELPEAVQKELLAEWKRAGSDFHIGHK
#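 Fluorescent replication assay read twice, at 0 min and 10 min after adding 50 nM (final) substrate. Enzyme (10 nM) and compounds were first incubated 15 min at room temperature; enzyme-free buffer wells were negative controls.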
# ERG Ets-DNA blk = qHTS for Small Molecule Inhibitors of the ERG Ets/DNA interaction; hit rate 0.028% among 370,000; fluorescence polarization, His-ERG Ets domain / labelled DNA; Potency, µM (highest dose often 76.9 µM), for the others: top-dose FP activity, negative = inhibition, usual class: inhibitors; active means well fitted inhibition curve with a large enough effect in the polarisation, with a control signal flat; inconclusive means small, poorly fitted or top-dose-only effect, or effect the other way, or a change in a side signal; inactive means no such curve, though single readings can be large or run the other way; the % refers to the polarisation;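 further: polarization taken with two DNA probes labelled with fluorescein and Texas red; potency means the concentration at half of the fitted maximal effect; % of control where 0% means no effect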
#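 His-tagged ERG Ets domain (1 uM in the protein solution; 300mM KCl, 50mM Tris-HCl, 1mM EDTA, 1mM DTT, pH 7.5) received compound, then a probe mix of 5 nM fluorescein-DNA and 100nM Texas-615-DNA. Fluorescence polarization was read for both dyes.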
# BLM helicase inh = qHTS Assay for Inhibitors of Bloom's syndrome helicase (BLM); recombinant BLM DNA unwinding, fluorescence dequenching; Potency, µM (top dose mostly 56.1 µM), for inactives: at the highest dose activity change, negative = inhibition, usual class: inhibitors; hit rate 0.2% among 350,000; AID 2528, 2010;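 further: potency means the concentration at half of the fitted maximal effect; plate controls were vehicle for no effect and no enzyme for full effect; nearly all actives have a fitted effect of over 35% in size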
# POLB inh = qHTS Assay for Inhibitors of DNA Polymerase Beta | Pol beta primer extension/strand displacement, fluorescence kinetic | Potency, µM (top dose mostly 114 µM), inactives show at the highest dose activity change, negative = inhibition, actives largely listed as inhibitors | hit rate 1.3% among 340,000; further: potency means the concentration at half of the fitted maximal effect; on the % scale 0 is the no-effect control and ±100 the full control effect
#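 Pol beta (10 nM) was preincubated with compound for 15 min at room temperature. The reaction was then started with 50 nM substrate and read immediately and after a further 10 min at room temperature.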
# Pol kappa inh = qHTS for Inhibitors of Polymerase Kappa | DNA polymerase kappa (Homo sapiens), Q9UBT6 | hit rate 0.53% among 400,000 | purified Pol kappa, fluorescent DNA synthesis assay, 10 min | Potency, µM (top dose mostly 107 µM), for inactives: at the highest dose activity, negative = inhibition, hits mostly inhibitors; further: potency means the concentration at half of the fitted maximal effect; on the % scale 0 is the no-effect control and ±100 the full control effect
#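 Kinetic fluorescence readout at 0 and 10 min followed reaction start with substrate at 50 nM final. Beforehand, enzyme (10 nM Pol kappa) stood 15 min with compound at room temperature; buffer-only wells were negative controls.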
# Anesthetic bind = qHTS Assay for Identification of Novel General Anesthetics | Potency, µM (top dose mostly 77.5 µM), for inactives: at the highest dose activity change, negative = displacement, usual class: inhibitors | hit rate 0.074% among 350,000 | Ferritin light chain (Equus caballus), P02791 | apoferritin/1-aminoanthracene competitive binding, fluorescence | AID 485281, 2010; further: potency means the concentration at half of the fitted maximal effect; on the % scale 0 is the no-effect control and ±100 the full control effect; nearly all actives have a fitted effect of over 20% in size
# Target sequence (P02791 2-175 limits assumed): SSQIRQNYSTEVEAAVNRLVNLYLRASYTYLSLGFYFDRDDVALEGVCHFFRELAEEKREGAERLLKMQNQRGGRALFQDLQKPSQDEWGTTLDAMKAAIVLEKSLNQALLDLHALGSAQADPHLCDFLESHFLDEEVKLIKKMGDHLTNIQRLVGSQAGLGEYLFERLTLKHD
#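 Concentration-response curves derived by four-parameter Hill fitting of normalized fluorescence, where compounds displaced 1-AMA from 10 uM horse apoferritin following a brief 10 min room-temperature incubation; propofol titration acted as positive control.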
# TRHR ag = qHTS for Small Molecule Agonists and Allosteric Enhancers of Human TRH Receptor: Primary Screen for Agonists | TRHR cells, calcium flux fluo-8, FDSS agonist mode | activation, % at 2 µM | hit rate 0.18% among 360,000; in the data active means activation above about 30%; further: 0% is about no effect
#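 Agonist-mode FDSS calcium read (Ex 480/Em 530, 1 s cycles) in 1536-well TRHR cells with fluo-8 dye, after 10-cycle baseline and 23 nL compound addition; TRH at EC20 (10 nM final) added afterwards for the enhancer phase.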
# * = called active by the depositor; ? = inconclusive; . = no result given; & = joins results of further samples; [ ] = dose if it differs, or a comment. Unless noted, the call rests on the fitted dose curve; in most records, active means well fitted curve in the direction sought with a large enough effect; inconclusive means small, poorly fitted or top-dose-only effect, or another doubt; inactive means no such curve, though single readings can be large; an effect the other way counts as inactive or inconclusive.
1. Cc1ccc(S(=O)(=O)N2CCC(C(=O)NNC(=O)c3ccccc3O)CC2)cc1C
2. COc1ccc(C2CC(=O)Nc3c2c(C)nn3-c2nncc(-c3ccccc3)n2)c(OC)c1OC (stereo not drawn)
3. CCOC(=O)C(NC(=O)CC)(Nc1ccc(S(=O)(=O)Nc2ncccn2)cc1)C(F)(F)F (stereo not drawn)
4. O=C(CSCc1ccccc1)N=Nc1c(O)[nH]c2ccccc12
5. O=C(NCc1ccccc1)c1ccc2c(=O)n(CC3CCCO3)c(=S)[nH]c2c1 (stereo not drawn)
6. CC1Cc2ccccc2N1C(=O)c1ccc2nccnc2c1 (stereo not drawn)
assay / compound	1	2	3	4	5	6
APE1 inh	10%	.	1%	-1%	2%	-4%
ALOX12 inh	-3%	-4%	0%	-10%	3%	-4%
POLI inh	21%	1%	-8%	-4%	8%	27%
ERG Ets-DNA blk	-9%	2%	7%	14%	10%	5%
BLM helicase inh	.	-3%	2%	4%	-2%	1%
POLB inh	.	3%	1%	1%	18%	37%
Pol kappa inh	2%	-14%	-6%	-7%	-2%	2%
Anesthetic bind	.	5%	-13%	-14%	-15%	-10%
TRHR ag	-0.7	-0.2	0.3	-1.3	-0.5	0.0

7. O=[N+]([O-])c1cccc(S(=O)(=O)Nc2ccc(Cc3ccncc3)cc2)c1
8. Cn1nnnc1SCc1ccc(C(=O)Nc2ccc(Br)cc2)cc1
9. CC(C)c1ccc(OCC(=O)NC(Cc2c[nH]c3ccccc23)C(=O)O)cc1 (stereo not drawn)
10. O=C(NC(=S)Nc1ccc(Cl)cc1Cl)C1CC1
11. Cc1ccc2nc(NC(=O)c3nc(SCc4ccccc4F)ncc3Cl)sc2c1
12. COC(=O)C(CCSC)NC(=O)/C=C/c1ccc(OC)cc1 (stereo not drawn)
assay / compound	7	8	9	10	11	12
APE1 inh	-2%	6%	14%	-4%	.	2%
ALOX12 inh	-21%	246%[activator]	?	?	0%	9%
POLI inh	-12%	-1%	13%&26%	20%	27%	19%
ERG Ets-DNA blk	1%	4%	-3%&-2%	5%	2%	4%
BLM helicase inh	-4%	-4%	-15%&-7%	-9%	0%	-2%
POLB inh	3%	1%	-4%	18%	4%	69%
Pol kappa inh	-2%	-9%	0%&-17%	1%	-20%	9%
Anesthetic bind	-6%	-2%	-5%&-17%	?	3%	-3%
TRHR ag	0.4	.	-0.1&0.1	0.3	1.2	-0.2

13. COc1ccc(C(=O)NC(=S)Nc2ccccc2N2CCCCC2)cc1[N+](=O)[O-]
14. CN(C)CCNC(=O)c1ccc2c(c1)N(Cc1ccccc1)C(=O)c1ccccc1S2(=O)=O
15. CCN1C(C(=O)c2ccccc2)=C(OC(=O)C(C)C)c2ccccc2S1(=O)=O
16. COc1ccc(C(=O)N(C)Cc2ccc(OC)c(OC)c2OC)cc1S(=O)(=O)N1CCOCC1
17. C=CCn1c2ccccc2c2nnc(SCCN3CCOCC3)nc21
18. COc1ccc(C(=O)N(C)C2CCCCC2)cc1OC1CCN(C(C)C)CC1
assay / compound	13	14	15	16	17	18
APE1 inh	15%	.	.	.	4%	-13%
ALOX12 inh	40µM*	-25%	-14%	-20%	?	459%[activator]
POLI inh	-20%	12%	0%	-4%	4%	2%
ERG Ets-DNA blk	-7%	-9%	1%	-3%	9%	16%
BLM helicase inh	-9%	4%	-3%	.	2%	1%
POLB inh	0%	3%	27%	.	1%	-2%
Pol kappa inh	-6%	-3%	-10%	-8%	5%	-1%
Anesthetic bind	-10%	-5%	?	.	-15%	-9%
TRHR ag	0.6	0.5	0.2	.	-0.4	0.5

# 3 entries picked at random from those above, as already listed:
15. CCN1C(C(=O)c2ccccc2)=C(OC(=O)C(C)C)c2ccccc2S1(=O)=O
17. C=CCn1c2ccccc2c2nnc(SCCN3CCOCC3)nc21
14. CN(C)CCNC(=O)c1ccc2c(c1)N(Cc1ccccc1)C(=O)c1ccccc1S2(=O)=O
assay / compound	15	17	14
APE1 inh	.	4%	.
ALOX12 inh	-14%	?	-25%
POLI inh	0%	4%	12%
ERG Ets-DNA blk	1%	9%	-9%
BLM helicase inh	-3%	2%	4%
POLB inh	27%	1%	3%
Pol kappa inh	-10%	5%	-3%
Anesthetic bind	?	-15%	-5%
TRHR ag	0.2	-0.4	0.5

# (list continues)
19. CC(=O)c1ccc(NC(=O)c2noc3c2CCCCC3)cc1
20. Cc1csc(-c2cnn(-c3ccccc3)c2NC(=O)c2ccccc2)n1
21. CC(Sc1nnc(NC2CCCCC2)s1)C(=O)Nc1ccc2c(c1)C(=O)c1ccccc1C2=O (stereo not drawn)
22. CC(=O)Nc1ccc(C(=O)COC(=O)C2CC2C)c(F)c1 (stereo not drawn)
23. Cc1nc2c(Cl)cccc2[nH]1
24. COc1ccc(C(=O)NC2CC3CCCC(C2)N3CC(C)C)cc1OC (stereo not drawn)
assay / compound	19	20	21	22	23	24
APE1 inh	12%	-1%	-6%	6%	0%	15%
ALOX12 inh	10%	?	-13%	-2%	0%	1%
POLI inh	17%	-1%	11%	44%[activator]	5%	13%
ERG Ets-DNA blk	13%	-5%	-5%	-17%	-4%	-15%
BLM helicase inh	-2%	-2%	-9%	.	2%	1%
POLB inh	-7%	2%	24%	.	5%	56%
Pol kappa inh	-4%	-4%	-6%	-1%	3%	0%
Anesthetic bind	-9%	-7%	-14%	.	-7%	-7%
TRHR ag	-0.4	-0.7	-0.4	0.3	0.4	0.4

25. O=C(Nc1nc2n(n1)C(c1ccc(F)cc1)C=C(c1ccc(Cl)cc1)N2)c1ccc([N+](=O)[O-])cc1 (stereo not drawn)
26. CCOC(=O)c1c(N)sc(C(=O)N2CCOCC2)c1C
27. CC[C@]12c3[nH]c4cc(CCC(=O)N(C)C)ccc4c3CCN1C(=O)[C@@H](CC(=O)NCCc1ccccn1)C[C@@H]2C(=O)N1CCN(C(=O)c2ccco2)CC1
28. O=C(NCc1ccc2c(c1)CCN2C(=O)c1ccc(Cl)cc1)c1ccco1
29. CC(=O)c1c(C)[nH]c(C(=O)Nc2nc(-c3ccccc3)c(C)s2)c1C
30. N#Cc1ccc(N2CCN(C(=O)c3cccs3)CC2)c(F)c1
assay / compound	25	26	27	28	29	30
APE1 inh	.	2%	7%	.	-1%	27%
ALOX12 inh	?	0%	8%	?	-26%	1%
POLI inh	46%[activator]	25%	?	-13%	-1%	167%[activator]
ERG Ets-DNA blk	0%	-5%	-3%	-7%	-2%	2%
BLM helicase inh	-1%	6%	.	1%	-13%	-5%
POLB inh	2%	9%	.	26%	13%[57.1 µM]	2%
Pol kappa inh	-17%	-10%	0%	-6%[60.1 µM]	-5%	2%
Anesthetic bind	3%	-3%	.	-5%	0%	-6%
TRHR ag	-0.2	0.4	.	-0.5	-0.1	-0.5

31. Nc1cc(S(=O)(=O)N2CCCCC2)ccc1Oc1ccc(Cl)cc1
32. Cc1ccc(NC(=S)N2CCN(C(=O)c3ccccc3)CC2)c(C)c1
33. Cc1cccc(CCNC(=O)C2CCN(S(=O)(=O)N3CCOCC3)CC2)c1
34. CCN(CC)c1ccc(NC(=O)CN2CCN(CC(=O)Nc3ccc(F)cc3)CC2)cc1
35. Cc1ccc(NC(=O)CCNC(=O)Cn2cnc3ccccc3c2=O)cc1F
36. FC(F)(F)Oc1ccc(NC(=S)Nc2ccc(OC(F)(F)F)cc2)cc1
assay / compound	31	32	33	34	35	36
APE1 inh	-12%	-7%	30%	-1%	80%[activator]	7%
ALOX12 inh	-6%	-8%	24%	-17%	-2%	-26%
POLI inh	-23%	24%	-24%	-5%	0%	7%
ERG Ets-DNA blk	14%	0%	4%	15%	6%	-9%
BLM helicase inh	-14%	0%	2%	-3%	-6%	-9%
POLB inh	0%	47%[activator]	3%	5%	-16%	17%
Pol kappa inh	-8%	9%	-20%	-6%	2%	-15%
Anesthetic bind	3%	-3%	-7%	-5%	14%	0%
TRHR ag	0.5	0.6	0.4	-0.4	0.9	-0.8

37. Cc1ccc(C(C(=O)NC(C)(C)C)N(CC2CCCO2)C(=O)Cn2nnc(-c3ccc(C)o3)n2)cc1 (stereo not drawn)
38. Cc1ccc(S(=O)(=O)NCCSCc2ccco2)cc1
39. Cc1cc(Cl)c(S(=O)(=O)N2CCN(c3ccccn3)CC2)cc1OCC(N)=O
40. COc1ccc(N(C(C)C(=O)N/N=C/c2ccc(OC)c(OC)c2)S(C)(=O)=O)cc1 (stereo not drawn)
41. NS(=O)(=O)c1cccc(NC(=O)CSc2ccccn2)c1
42. O=C(COc1ccccc1)OCc1cc(=O)n2nc(C3CC3)sc2n1
43. CC(=O)NC(NC(=S)Nc1ccc(N=Nc2ccccc2)cc1)C(Cl)(Cl)Cl (stereo not drawn)
assay / compound	37	38	39	40	41	42	43
APE1 inh	13%	10%	15%	?	1%	.	-5%
ALOX12 inh	-25%	?	-2%	-14%	-13%	-1%	-14%
POLI inh	16%	-8%	76%[activator]	33%[activator]	-7%	58%[activator]	-1%
ERG Ets-DNA blk	-12%	15%	8%	1%	-1%	4%	-2%
BLM helicase inh	-10%	-6%	-1%	-2%	-1%	-2%	-2%
POLB inh	29%	-10%	4%	-29%	18%	25%	2%
Pol kappa inh	-17%	-5%	-5%	-4%[60.1 µM]	10%	0%	-8%
Anesthetic bind	?	?	-8%	-7%	-16%	?	?
TRHR ag	0.2	-1.1	1.3	-1.0	0.7	0.2	-0.4

# Assay outcomes deposited in PubChem BioAssay by National Center for Advancing Translational Sciences (NCATS).

# Only part of the results is shown. The share of hits here may be higher or lower than overall.
